Measles CPE: protection of cells from measles virus; Measles virus-infected cells, CPE protection, absorbance; protection (pct of control), % at 4 µM; 140,000 compounds, 1.5% hits; in the data active means protection mostly above about 24%, no sharp cut-off; inactive means mostly below about 26%; further: some compounds called inactive have numbers as strong as hits
PTEN del growth: growth suppressors of cells with PTEN tumor suppressor deletion; 140,000 compounds, 1.2% hits; HCT116 PTEN-null viability, CellTiter-Glo, 60 h; active compounds read low; viability, % at 10 µM;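 active means viability at or below a set limit, 4 SD under the median of all tested compounds, cut at about 3.7% in these data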;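 further: PTEN knockout HCT116 line with beta catenin targeted HCT116 as companion control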
Yeast life ext: yeast lifespan extension; S. cerevisiae growth with nicotinamide, OD615; deaD strain in restrictive glucose medium; inhibition of the nicotinamide effect, % at 10 µM; 130,000 compounds, 0.68% hits; AID 775;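 active means inhibition above a set limit, placed 3 SD over the median of all compounds, cut at about 26% in these data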;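 further: 0% = nicotinamide-treated wells and 100% = cells grown without nicotinamide; some compounds called inactive have numbers as strong as hits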
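Assay system: DeaD-strain S. cerevisiae. Medium: CSMM-D glucose medium, restrictive. Reagent: nicotinamide, 1.5 mM, co-present with compound. Compound: 10 µM single point, 0.25% DMSO. Schedule: culture preincubation 4 h, compound exposure 48 h, both 30 °C. Detection: absorbance at 615 nm.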
Phagocyt inh: macrophage phagocytosis inhibition. AID 1029. inhibition, % at 5 µM. J774A.1 macrophage IgG-bead phagocytosis, imaging. 110,000 compounds, 0.07% hits;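 active means inhibition above the mean of the plate negative controls plus 5 SD, cut at about 13% in these data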;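 further: phagocytic index as fraction of beads internalized from green versus red external bead signal; plate controls were DMSO negative control for no effect and cytochalasin-D positive control for full effect; some results beyond the cut were filed as inactive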
BB579 growth dn: chemicals that inhibit yeast BB579 growth in restrictive medium (lifespan-shortening candidates). S. cerevisiae BB579 growth, OD615, 48 h. 140,000 compounds, 0.51% hits. AID 804. inhibition, % at 10 µM;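 active means inhibition above a set limit, 3 SD over the mean compound inhibition, cut at about 44% in these data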; further: inactives centre near -24
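System: DeaD yeast strain BB579; buffer or medium: CSMM-D dextrose restrictive medium; technique: OD at 615 nm; schedule: 4 h cell preincubation, 48 h compound exposure, 30 °C humidified; doses: single 10 µM dose; controls: amphotericin B 10 µg/mL, positive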
HCT116 bCat-KO: beta-catenin-lacking colon tumor cell growth suppression. HCT116 beta-catenin knockout viability, CellTiter-Glo, 60 h; active compounds read low. viability, % at 10 µM. 140,000 compounds, 1.5% hits. AID 818;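 active means viability at or under a set limit, the compound median less 4 SD, cut at about 6% in these data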;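 further: 0% = Hyamine 1622 control at 20 µM and 100% = untreated cell control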
E-sel TNF inh: TNF alpha driven E-selectin expression inhibition; inhibition, % at 2 µM; HUVEC TNFa-induced E-selectin immunofluorescence, high content; 120,000 compounds, 0.71% hits;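 active means inhibition above the batch mean plus 3 SD, and confirmed as a hit on visual image review, cut at about 43% in these data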;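 further: 0% = TNF-stimulated DMSO wells and 100% = unstimulated control wells; not every result past the cut was called active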
GALR2 blocker: antagonists of human galanin receptor 2 (GALR2); 140,000 compounds, 0.39% hits; O43603; inhibition, % at 4 µM; GALR2-expressing cells, antagonist mode; AID 828; in the data active means inhibition above about 27%;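 further: cells stimulated with galanin 1-16 at roughly its EC80; 0% = agonist challenge control and 100% = basal control without agonist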
Target sequence (O43603 whole entry, looked up): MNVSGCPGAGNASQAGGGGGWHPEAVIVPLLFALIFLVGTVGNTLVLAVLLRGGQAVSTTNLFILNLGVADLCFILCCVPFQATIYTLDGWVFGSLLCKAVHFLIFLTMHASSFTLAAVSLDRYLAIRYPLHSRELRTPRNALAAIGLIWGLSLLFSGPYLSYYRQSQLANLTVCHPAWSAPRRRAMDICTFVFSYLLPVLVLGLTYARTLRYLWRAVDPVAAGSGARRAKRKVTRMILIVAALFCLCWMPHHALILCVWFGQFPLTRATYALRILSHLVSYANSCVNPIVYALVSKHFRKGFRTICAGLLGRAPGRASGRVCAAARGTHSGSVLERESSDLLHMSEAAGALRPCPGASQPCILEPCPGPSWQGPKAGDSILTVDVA
MRP1 act: MRP-1 activation | H69AR cells + doxorubicin, viability rescue, CellTiter-Glo | viability increase, % at 10 µM | 140,000 compounds, 0.61% hits;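 active means viability gain under doxorubicin at or above a set limit, the compound median plus 3 SD, cut at about 4.7% in these data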;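 further: MRP-1 overexpressing cells given doxorubicin 25 µM after compound pretreatment; 18-22 h compound pretreatment then 72 h with doxorubicin before readout; 0% = doxorubicin-only wells and 100% = vehicle-treated cells without doxorubicin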
NPY-Y2 antag: antagonists of human neuropeptide Y receptor Y2. P49146. NPY-Y2 expressing cells, antagonist mode. inhibition, % at 2.7 µM. 140,000 compounds, 0.99% hits; in the data active means inhibition above about 17%;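 further: 0% = vehicle with agonist challenge and 100% = reference antagonist with challenge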
Target sequence (P49146 whole entry, looked up): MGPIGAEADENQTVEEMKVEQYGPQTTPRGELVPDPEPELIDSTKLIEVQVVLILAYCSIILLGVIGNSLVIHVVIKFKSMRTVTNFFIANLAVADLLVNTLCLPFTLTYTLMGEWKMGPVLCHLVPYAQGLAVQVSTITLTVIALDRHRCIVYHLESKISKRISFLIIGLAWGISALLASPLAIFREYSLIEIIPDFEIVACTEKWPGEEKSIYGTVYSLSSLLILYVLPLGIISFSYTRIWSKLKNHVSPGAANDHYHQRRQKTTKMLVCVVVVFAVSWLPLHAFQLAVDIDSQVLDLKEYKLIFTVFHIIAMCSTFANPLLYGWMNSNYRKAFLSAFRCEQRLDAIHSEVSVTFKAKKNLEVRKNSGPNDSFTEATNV
An asterisk follows results filed as active.

`COC(=O)c1ccccc1NC(=O)N1CCN(C/C=C/c2ccccc2)CC1` gave Measles CPE 16, PTEN del growth 88, Yeast life ext -15, Phagocyt inh 0, BB579 growth dn -54, HCT116 bCat-KO 103, E-sel TNF inh -1, GALR2 blocker -6, MRP1 act -3.2 and NPY-Y2 antag 5.
For COc1ccc(C2CC(O)(C(C)(C)O)NO2)cc1 (configuration not stated) the results were Measles CPE 7, PTEN del growth 97, Yeast life ext -11, Phagocyt inh 0, BB579 growth dn -28, HCT116 bCat-KO 103, E-sel TNF inh 47*, GALR2 blocker 2, MRP1 act -4.5 and NPY-Y2 antag 5.
COc1ccc(C2(O)CCN(CCCCOc3ccccc3)CC2)cc1 was read as Measles CPE 0, PTEN del growth 74, Yeast life ext -18, Phagocyt inh -2, BB579 growth dn -14, HCT116 bCat-KO 83, E-sel TNF inh -14, GALR2 blocker 9, MRP1 act -3.9 and NPY-Y2 antag 6.
Screening O=C(Cc1cccs1)NCc1cccs1 returned Measles CPE 11, PTEN del growth 84, Yeast life ext -6, Phagocyt inh 0, BB579 growth dn -7, HCT116 bCat-KO 96, E-sel TNF inh -22, GALR2 blocker 2, MRP1 act -3.0 and NPY-Y2 antag 5.
For Cc1cnn(-c2ccc3nnc(-c4ccc(Cl)cc4)n3n2)c1 the results were Measles CPE 4, PTEN del growth 81, Yeast life ext 1, Phagocyt inh -1, BB579 growth dn 0, HCT116 bCat-KO 75, E-sel TNF inh 10, GALR2 blocker 1, MRP1 act -4.8 and NPY-Y2 antag 0.
O=C(CSc1nnc(-c2ccncc2)n1-c1ccc(F)cc1)NNC(=O)c1cccc(O)c1 was read as Measles CPE 6, PTEN del growth 100, Yeast life ext 5, Phagocyt inh -10, BB579 growth dn -50, HCT116 bCat-KO 101, E-sel TNF inh -16, GALR2 blocker 3, MRP1 act -1.4 and NPY-Y2 antag 8.
COCCNC(=O)CN1C(=O)COc2ccc(Cl)cc21 was read as Measles CPE 8, PTEN del growth 101, Yeast life ext -2, BB579 growth dn -18, HCT116 bCat-KO 100, E-sel TNF inh -6, GALR2 blocker 2, MRP1 act -0.8 and NPY-Y2 antag 4.
Screening OCCN1CCN(c2ncnc3ccc(Br)cc23)CC1 returned Measles CPE 3, PTEN del growth 99, Yeast life ext -2, Phagocyt inh 2, BB579 growth dn -9, HCT116 bCat-KO 85, GALR2 blocker 3, MRP1 act -3.3 and NPY-Y2 antag 1.
Screening CCn1c(COc2ccccc2C)nnc1SCC(=O)CC(=O)Nc1ccccc1 returned Measles CPE 3, PTEN del growth 81, Yeast life ext -21, Phagocyt inh 1, BB579 growth dn -29, HCT116 bCat-KO 74, E-sel TNF inh 13, GALR2 blocker -4, MRP1 act -4.0 and NPY-Y2 antag 2.
For CCCC(=O)Nc1cccc(S(=O)(=O)N(C)c2ccccc2)c1 the results were Measles CPE 0, PTEN del growth 85, Yeast life ext 1, Phagocyt inh -10, BB579 growth dn -27, HCT116 bCat-KO 83, GALR2 blocker -9, MRP1 act -2.2 and NPY-Y2 antag 2.
C=CCn1c(N)c(C(=O)NCC2CCCO2)c2nc3ccccc3nc21 (configuration not stated) was read as Measles CPE 4, PTEN del growth 66, Yeast life ext -30, Phagocyt inh -1, BB579 growth dn -37, HCT116 bCat-KO 62, E-sel TNF inh -21, GALR2 blocker -13, MRP1 act -5.8 and NPY-Y2 antag 10.
`C/C(=C\C(=O)c1ccc(Br)cc1)NCc1ccc(C)cc1` gave Measles CPE 1, PTEN del growth 87, Yeast life ext -2, Phagocyt inh -1, BB579 growth dn -4, HCT116 bCat-KO 92, E-sel TNF inh 6, GALR2 blocker -22, MRP1 act -0.9 and NPY-Y2 antag 21*.
For CCCC(=O)n1nc(-c2ccco2)nc1N the results were Measles CPE 6, PTEN del growth 100, Yeast life ext -10, Phagocyt inh -2, BB579 growth dn -16, HCT116 bCat-KO 88, E-sel TNF inh -19, GALR2 blocker -2, MRP1 act -2.9 and NPY-Y2 antag 0.
`COc1ccc(OCC(O)Cn2c(Br)nc3c2c(=O)[nH]c(=O)n3C)cc1` (configuration not stated) gave Measles CPE 9, PTEN del growth 19, Yeast life ext -10, Phagocyt inh -1, BB579 growth dn -28, HCT116 bCat-KO 28, E-sel TNF inh -8, GALR2 blocker 1, MRP1 act -5.0 and NPY-Y2 antag 3.
For COc1ccc(NC(=O)C2CC(=O)N(c3cccc(C)c3C)C2)cc1 (configuration not stated) the results were Measles CPE 4, PTEN del growth 102, Yeast life ext -12, Phagocyt inh 0, BB579 growth dn -43, HCT116 bCat-KO 103, GALR2 blocker 7, MRP1 act -2.3 and NPY-Y2 antag 4.
For COc1ccc(NC(=O)C(NC(=O)CNC(C)=O)c2ccc(C)cc2)cc1 (configuration not stated) the results were Measles CPE 5, PTEN del growth 92, Yeast life ext -7, Phagocyt inh 1, BB579 growth dn -14, HCT116 bCat-KO 99, E-sel TNF inh 17, GALR2 blocker -4, MRP1 act -0.3 and NPY-Y2 antag 7.
`Cc1sc(NC(=O)c2ccco2)c(C(c2ccncc2)N2CCOCC2)c1C` (configuration not stated) gave Measles CPE 10, PTEN del growth 60, Yeast life ext -16, BB579 growth dn -36, HCT116 bCat-KO 73, E-sel TNF inh -25, GALR2 blocker -4, MRP1 act -0.5 and NPY-Y2 antag 10.
For CN(C)c1ccc(P(=O)(OCc2ccccc2)C(O)c2cccnc2)cc1 (configuration not stated) the results were Measles CPE 5, PTEN del growth 87, Yeast life ext -5, Phagocyt inh -2, BB579 growth dn -54, HCT116 bCat-KO 97, E-sel TNF inh 1, GALR2 blocker 1, MRP1 act -0.6 and NPY-Y2 antag 0.
COc1ccc(CNC(=O)c2csc(Cc3ccc(OC)cc3)n2)cc1 was read as Measles CPE 6, PTEN del growth 99, Yeast life ext -2, BB579 growth dn -69, HCT116 bCat-KO 92, E-sel TNF inh 20, GALR2 blocker -5, MRP1 act 1.1 and NPY-Y2 antag 8.
C=CCOC(=O)C1=C(C)Nc2ncnn2C1c1cccs1 (configuration not stated) was read as Measles CPE 14, PTEN del growth 109, Yeast life ext -8, Phagocyt inh 0, BB579 growth dn -24, HCT116 bCat-KO 99, E-sel TNF inh -14, GALR2 blocker -8, MRP1 act -2.2 and NPY-Y2 antag 7.
Screening COC(=O)c1sc(NC(=O)c2ccoc2C)nc1C returned Measles CPE 10, PTEN del growth 63, BB579 growth dn -46, HCT116 bCat-KO 60, E-sel TNF inh 5, GALR2 blocker -3, MRP1 act -2.0 and NPY-Y2 antag 0.
For CN(C)CCOc1ccccc1C(C)(C)C the results were Measles CPE 15, PTEN del growth 92, Yeast life ext -3, BB579 growth dn -26, HCT116 bCat-KO 88, E-sel TNF inh 16, GALR2 blocker -2, MRP1 act 0.7 and NPY-Y2 antag 2.
`Cc1nnc(NC(=O)Nc2cccc(Cl)c2)s1` gave Measles CPE 5, PTEN del growth 67, Yeast life ext -5, Phagocyt inh -1, BB579 growth dn -35, HCT116 bCat-KO 46, E-sel TNF inh -1, GALR2 blocker 4, MRP1 act -4.0 and NPY-Y2 antag 1.
For O=C(NC1CCCCC1)NC1CC2CCCC(C1)N2C1CCCC1 (configuration not stated) the results were Measles CPE 44, PTEN del growth 91, Yeast life ext -3, BB579 growth dn -41, HCT116 bCat-KO 90, E-sel TNF inh 6, GALR2 blocker 4, MRP1 act -1.2 and NPY-Y2 antag -1.
Cc1nn(C(=O)c2cccnc2)c(C)c1C was read as Measles CPE 19, PTEN del growth 79, Yeast life ext -9, Phagocyt inh 1, BB579 growth dn -7, HCT116 bCat-KO 85, GALR2 blocker -8, MRP1 act -0.1 and NPY-Y2 antag 1.
COC(=O)c1cn(C(=O)OC)c2ccccc12 was read as Measles CPE 49*, PTEN del growth 101, Yeast life ext -19, Phagocyt inh 0, BB579 growth dn -5, HCT116 bCat-KO 96, E-sel TNF inh -35, GALR2 blocker -4, MRP1 act -2.3 and NPY-Y2 antag 1.
`Cc1ccc2nsnc2c1NC(=O)c1ccccc1[N+](=O)[O-]` gave Measles CPE 5, PTEN del growth 97, Yeast life ext 17, Phagocyt inh -3, BB579 growth dn -44, HCT116 bCat-KO 99, E-sel TNF inh 23, GALR2 blocker 8, MRP1 act -1.2 and NPY-Y2 antag 4.
Screening CCCCn1c(=O)c(C(=O)OCC)c(O)c2ccccc21 returned Measles CPE 10, PTEN del growth 87, Yeast life ext 32, Phagocyt inh 0, BB579 growth dn -5, HCT116 bCat-KO 90, E-sel TNF inh -7, GALR2 blocker 1, MRP1 act -1.7 and NPY-Y2 antag 7.
For COc1cc2c(cc1OC)CN(CC(=O)Nc1ccc(C#N)cc1)CC2 the results were Measles CPE 3, PTEN del growth 90, Yeast life ext -10, Phagocyt inh 0, BB579 growth dn -56, HCT116 bCat-KO 91, E-sel TNF inh -19, GALR2 blocker -1, MRP1 act -0.1 and NPY-Y2 antag 0.
O=C(NNCC(O)COc1ccccc1)c1ccccc1 (configuration not stated) was read as Measles CPE 49*, PTEN del growth 96, Yeast life ext 0, Phagocyt inh -4, BB579 growth dn -18, HCT116 bCat-KO 93, GALR2 blocker -5, MRP1 act -3.5 and NPY-Y2 antag 0.
Screening Cc1ccc(C)n1NC(=O)c1ccccc1Cl returned Measles CPE 17, PTEN del growth 101, Yeast life ext -16, Phagocyt inh -2, BB579 growth dn -70, HCT116 bCat-KO 99, E-sel TNF inh -7, GALR2 blocker -5, MRP1 act -0.2 and NPY-Y2 antag 1.
Screening Cc1nc([N+](=O)[O-])cn1-c1ccc(N)cc1 returned Measles CPE 6, PTEN del growth 96, Yeast life ext 3, Phagocyt inh -5, BB579 growth dn -17, HCT116 bCat-KO 88, E-sel TNF inh 30, GALR2 blocker 8, MRP1 act -1.1 and NPY-Y2 antag 2.
For O=C1/C(=C/c2ccc([N+](=O)[O-])cc2)C=C(c2ccccc2)N1c1ccccc1 the results were Measles CPE 9, PTEN del growth 83, Yeast life ext -13, Phagocyt inh 0, BB579 growth dn -35, HCT116 bCat-KO 88, E-sel TNF inh 21, GALR2 blocker -1, MRP1 act -5.1 and NPY-Y2 antag -1.
Screening COc1ccc(-n2c(Cc3cc(=O)[nH]c(=O)[nH]3)nnc2SCc2ccccc2)cc1 returned Measles CPE 16, PTEN del growth 93, Yeast life ext -6, Phagocyt inh -1, BB579 growth dn 6, HCT116 bCat-KO 88, GALR2 blocker 16, MRP1 act -2.1 and NPY-Y2 antag 0.
`CC(C)(C)C(=O)O/N=C1/C(=O)N(c2ccccc2)c2ccccc21` gave Measles CPE 1, PTEN del growth 92, Yeast life ext -15, BB579 growth dn 67*, HCT116 bCat-KO 89, E-sel TNF inh 3, GALR2 blocker -7, MRP1 act -4.8 and NPY-Y2 antag 0.

Bioassay records as filed in PubChem BioAssay.
